MT stabilizer: microtubule stabilization, imaging screen; % tubulin-high responders, % at 10 µM; HeLa tubulin immunostaining HCS, 24 h; share of cells brighter than vehicle mean+2SD; 200,000 compounds, 0.83% hits;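 active = plate Z-score above 3 for both tubulin-high and condensed-nucleus cell shares, with cell loss under 80%, at 10 µM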;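 note: anti alpha tubulin signal scored within the nucleus-defined area of each cell; some results filed as inactive read as strong as hits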
CSM14.1 death rescue: protection against thapsigargin-triggered cell killing – 384-well, CSM14.1, ATP luminescence, primary screen (AID 1222); CSM14.1 thapsigargin-induced death rescue, ATP luminescence; higher % means a stronger effect; cellular ATP content (survival), % at 20 µM; hits with a dose series show EC50 in µM; 190,000 tested, under 10 active;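 active = EC50 below 50 µM in the dose-response confirmation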;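 note: death triggered by thapsigargin at about 15 µM added after 2 h compound pretreatment; cell ATP read after overnight thapsigargin exposure of roughly 18 to 22 hours; normalized against plate controls of thapsigargin alone and 5% DMSO vehicle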
WT yeast gro inh: growth inhibition of WT yeast, mitochondrial fusion screen. 190,000 compounds, 2.1% hits. AID 1362. mitochondrial fusion phenotypic screen, WT strain. inhibition, % at 10 µM; in the data active = inhibition above about 58%; tested in S. cerevisiae
Lipid droplet: modulators of hepatic lipid droplet formation | AML12 mouse hepatocytes, oleate lipid droplets, BODIPY imaging | inhibition, % at 6.5 µM | 240,000 compounds, 0.4% hits | AID 1656;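 active = lipid droplet intensity inhibited by at least 50%, with more than 500 cells counted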
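System: AML12 hepatocytes (mouse). Probe or stimulus: oleic acid at 100 µM to induce lipid droplet formation. Times: overnight treatment with compound plus oleate. Detection: Image-based BODIPY and DAPI two-channel analysis. Evaluation: percent inhibition of filter-corrected integrated lipid droplet intensity per well.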
XIAP antagonists: XIAP antagonists, biochemical, IAP family, fluorescence polarization (AID 1018) | XIAP BIR domain, fluorescence polarization peptide displacement; higher % means a stronger effect | displacement, % at 20 µM, or IC50 in µM where a hit was titrated | 200,000 compounds, 0.007% hits; in the data active = displacement above about 50%; note: a part of the inactive calls stands beside numbers as strong as those of hits
bCat nuc transl: beta-catenin nuclear translocation modulation | HeLa beta-catenin nuclear translocation, immunofluorescence imaging | nuclear translocation activity, % at 5 µM | 190,000 compounds, 0.3% hits;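 active = nuclear translocation activity above 50% at 5 µM, with a well cell count of 50 or more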;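 note: per-cell ratio of nuclear to cytoplasmic median beta-catenin stain intensity; plate controls were DMSO negative control for no effect and GSK-3 inhibitor IX positive control for full effect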
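Read-out: Nuclear/cytoplasmic beta-catenin signal ratio, % activation | Assay system: Human HeLa cell line | Times: 24 h compound exposure at 37°C, 5% CO2 | Signal: Fluorescence imaging of beta-catenin antibody stain plus DAPI | Dosing: 5 µM primary, 0.02–20 µM confirmation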
Autophagy mod: alters autophagy in cells | 190,000 compounds, 0.98% hits | MEF GFP-LC3 puncta imaging; test concentration mostly 10 µM | calls only at 10 µM (by protocol);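 active = percentage of spot-positive cells more than 3 SD above its plate mean, without a fluorescence outlier flag or 80% toxicity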;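 note: spot-positive cell cutoff set from DMSO-treated cells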
Dynein cargo inh: blocks dynein driven cargo transport along microtubules; 3617.4 mouse cells, GR-EGFP nuclear translocation imaging; test concentration mostly 20 µM; stimulated with dexamethasone, 1 µM; stronger effect = lower value; z-score, hits read low; 220,000 compounds, 0.47% hits;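 active = plate z-score of nuclear minus cytoplasmic receptor signal below a set negative limit, without overly bright fluorescence or cell loss, cut at about -3.5 in these data, passing the limit was not always enough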;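 note: z-score of nuclear minus cytoplasmic ring GR-EGFP intensity difference per well; some compounds called inactive have numbers as strong as hits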
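medium = tetracycline-free induction medium containing charcoal-stripped FBS | also added = 1.0 µM final dexamethasone stimulus | schedule = 48 h induction, 1 h compound, 30 min dex at 37 °C | technique = fixed, Hoechst-stained cells imaged at 10x for EGFP | measure = GR-EGFP nuclear translocation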
Ins promoter up: MIN6 insulin promoter up-regulation; MIN6 insulin promoter-GFP reporter, high-content imaging; stronger effect = higher value; z-score at 5 µM; 190,000 compounds, 0.3% hits; AID 1625;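 active = z-score above 3 at 5 µM with at least 500 cells counted in the well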
WT yeast gro inh mutant strain: further read-out of WT yeast gro inh, marked with its call; inhibition, %; mitochondrial fusion phenotypic screen, mutant strain inhibition
Dynein cargo inh cytoplasmic EGFP: further read-out of Dynein cargo inh, marked with its call; z-score; measured here: cytoplasmic GR-EGFP intensity; stronger effect = higher value
Dynein cargo inh nuclear GR-EGFP: also measured in Dynein cargo inh; calls as there; z-score; measured here: nuclear GR-EGFP intensity;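 lower value marks the stronger effect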
Dynein cargo inh cell count: recorded beside Dynein cargo inh, whose call it bears; z-score; measured here: cell count per field
Ins promoter up cell count: also measured in Ins promoter up; calls as there; cell count; measured here: cytotoxicity, nuclei count;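 total cells summed across four imaged fields per well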
Lipid droplet cells 6.5 µM: further read-out of Lipid droplet, marked with its call; cell count; measured here: cell count, cytotoxicity flag;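 cells counted across two imaged fields per well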
bCat nuc transl cell count 5 µM: also measured in bCat nuc transl; calls as there; cell count; measured here: cell count, cytotoxicity flag
MT stabilizer Hoechst-high %: second read-out of MT stabilizer, no call of its own (marks repeat the call); % Hoechst-high responders; measured here: nuclear condensation Hoechst responders;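 share of cells brighter than vehicle mean plus two SD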
MT stabilizer cytotoxicity %: further read-out of MT stabilizer, marked with its call; toxicity, %; measured here: cytotoxicity by cell density;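 0% = mean cell density of plate MIN control wells and 100% = no cells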
Autophagy mod cell loss 18 h: second read-out of Autophagy mod, no call of its own (marks repeat the call); toxicity, %; measured here: cell loss, nuclei count;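 cell loss after 18 h compound exposure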
The depositor's hits bear a star; i = inactive; x = not tested or not shown; + = active, no number.

molecule	MT stabilizer	MT stabilizer Hoechst-high %	MT stabilizer cytotoxicity %	CSM14.1 death rescue	WT yeast gro inh	WT yeast gro inh mutant strain	Lipid droplet	Lipid droplet cells 6.5 µM	XIAP antagonists	bCat nuc transl	bCat nuc transl cell count 5 µM	Autophagy mod	Autophagy mod cell loss 18 h	Dynein cargo inh	Dynein cargo inh cytoplasmic EGFP	Dynein cargo inh nuclear GR-EGFP	Dynein cargo inh cell count	Ins promoter up	Ins promoter up cell count
COc1ccccc1C(=O)N/N=C/c1cnc2ccccc2n1	1.3	1.5	1.8	-2.5%	-6.4	-22.7	25.2	659	-15.6%	-1.2	997	i	17.0	-0.027	-0.162	-0.372	-0.0477	-0.29	1268
COc1ccc(-c2noc(-c3ccccc3C(=O)Nc3cccnc3)n2)cc1	2.6	1.1	7.8	-2.3%	-12.7	-8.3	28.4	749	-2.5%	3.4	958	i	-8.6	1.49	-0.134	1.88	-1.97	-0.57	1217
COc1ccc(S(=O)(=O)N2CCc3ccccc3C2)cc1OC	3.5	2.1	6.3	-0.8%	-1.8	-23.9	x	x	-1.9%	0.4	1427	i	4.7	-0.462	-0.182	-1.04	0.41	0.25	1430
COc1ccc2c(c1)CCc1c(C(=O)N3CCCCCC3)noc1-2	3.0	1.9	3.1	-1.8%	-3.0	-1.1	x	x	0.1%	0.0	1455	i	-3.3	-0.793	-0.35	-0.419	0.11	-0.59	1540
Cc1ccccc1C(=O)NN(C)c1nc2ccccc2nc1C(F)(F)F	5.0	1.8	1.4	-1.7%	-2.8	8.6	x	x	-2.9%	x	x	i	9.1	1.82	-0.14	0.692	-2.27	x	x
Cn1cc([N+](=O)[O-])c(C(=O)NCC(=O)O)n1	4.3	1.7	7.0	-0.5%	-1.3	-15.7	2.9	682	-9.9%	-0.6	1042	i	-1.3	0.0913	-0.218	-0.534	0.73	0.17	1371
Cn1c(CN2CCN(CC#N)CC2)c(C#N)c2ccccc21	0.7	1.2	4.2	1.2%	3.2	17.0	24.2	844	0.9%	x	x	i	26.2	0.245	-0.265	0.439	0.722	-0.62	729
COc1ccc(CCNC(=O)c2ccc(CS(=O)(=O)c3ccc(C)cc3)o2)cc1OC	5.8	2.4	7.7	-0.4%	-8.3	4.7	x	x	-1.6%	x	x	i	10.0	-0.431	-0.31	-0.246	2.21	-1.09	908
CCC(C)C(=O)Nc1ncc2c(n1)CC(c1cccs1)CC2=O (stereo not drawn)	1.7	1.7	5.8	4.6%	34.7	7.5	-2.9	745	-2.3%	-4.1	1141	i	-7.5	-1.56	0.234	-0.707	1.77	-0.46	869
CC1CCc2nc(NC(=O)CSc3nc4ccccc4o3)sc2C1 (stereo not drawn)	3.5	1.8	5.6	-2.6%	4.0	-6.9	2.7	696	-2.1%	x	x	i	-6.4	-0.864	0.0432	-0.425	0.75	1.13	1200
CCOC(=O)CCP(=O)(O)C(C)(O)c1ccccc1 (stereo not drawn)	1.5	1.2	10.1	-0.4%	10.1	23.2	9.6	781	-4.1%	x	x	i	7.5	1.3	-0.053	0.346	-0.822	-0.7	793
CCc1ccc(NC(=S)NCc2cccnc2)cc1	x	x	x	x	x	x	-1.4	681	x	-1.1	1251	x	x	-0.807	-0.224	-0.485	0.91	0.85	1417
O=C1Cc2ccccc2Sc2ccccc21	2.9	1.7	8.6	-0.6%	-21.1	-14.7	x	x	-14.8%	1.1	1416	i	5.6	0.304	-0.184	0.548	0.377	2.43	1393
O=C(CCC(=O)OCC(F)(F)C(F)F)Nc1ccc(F)cc1F	3.5	2.8	10.9	-0.3%	-10.9	-14.8	-2.3	680	-4.1%	-2.5	535	i	-1.9	-0.998	0.144	-0.751	1.02	0.47	1302
CCOC(=O)N1CCC(NC(=O)c2cccc3c2C(=O)N(CCOC)C3)CC1	3.1	2.6	7.6	-0.1%	-10.1	2.1	x	x	-4.6%	x	x	i	2.8	0.569	-0.119	0.531	-0.264	-1.25	947
Cc1ccc(-c2noc(C3CCCN(C(=O)C4CCCCC4)C3)n2)o1 (stereo not drawn)	2.8	1.2	3.6	-0.2%	2.9	-10.6	3.9	780	-3.3%	x	x	i	19.1	-1.24	-0.211	-0.733	1.41	-0.92	1049
COc1ccc(N2CC(C(=O)N/N=C/c3cccs3)CC2=O)cc1 (stereo not drawn)	1.2	2.3	7.7	-0.6%	-6.1	-4.7	0.3	726	-7.4%	1.0	1054	i	18.6	0.145	-0.236	0.174	0.145	x	x
CSc1nnc(-c2cccs2)n1C	x	x	x	0.2%	0.8	-8.5	-13.1	724	-6.7%	-0.1	1537	i	-9.7	-0.617	-0.348	-0.0231	1.39	x	x
O=C(Nc1cccc(-c2nc3ccccc3s2)c1)C1=COCCO1	4.7	2.0	5.1	-0.7%	2.1	-9.3	2.1	378	-1.3%	0.1	958	i	-21.7	-0.377	-0.296	-0.434	0.446	0.37	1340
Clc1ccc(NC2=NCCC2)cc1Cl	1.6	1.4	3.6	-4.0%	-11.1	-7.9	x	x	0.3%	-7.9	939	i	7.4	2.05	-0.189	1.16	-1.12	-0.44	1196
COc1ccc(OCCSc2n[nH]c(N)n2)cc1	1.9	1.0	3.7	-0.3%	4.5	1.7	-14.4	781	-5.6%	3.4	985	i	-6.1	0.645	-0.175	0.605	0.808	0.09	922
O=[N+]([O-])c1ccc2c(c1N1CCCCC1)=NC1(CCCCC1)[N+]=2[O-]	x	x	x	x	x	x	-25.5	681	x	0.2	1240	x	x	-1.42	-0.215	-0.532	0.856	-0.42	1025
Brc1ccc2c(c1)OCCOCCOCCOCCOCCO2	5.3	1.7	6.7	-3.5%	2.0	-11.9	6.7	590	-7.9%	-0.4	1070	i	-3.2	-0.227	-0.203	-0.196	-0.313	-0.31	1545
Cc1cccc2nc(CSc3ccccc3N)cn12	3.6	2.0	0.6	x	-8.5	0.4	x	x	x	x	x	i	3.8	0.423	-0.22	0.206	0.188	x	x
O=C(NCc1ccncc1)c1cc(F)c(F)cc1Cl	1.5	1.5	2.9	0.0%	-19.0	0.0	-9.0	640	-6.0%	0.5	1581	i	5.0	-0.577	-0.216	-0.499	-0.0243	x	x
COc1cc(OC)cc(C(=O)N2CCN=C2SCc2cccnc2)c1	3.5	4.4	1.2	8.4%	4.4	16.8	x	x	-3.5%	x	x	i	9.6	-0.881	-0.223	-0.458	0.173	-0.17	918
COC(=O)CC1C(=O)NCCN1C(=S)NC(=O)c1ccccc1[N+](=O)[O-] (stereo not drawn)	3.8	1.9	8.9	0.9%	-10.5	9.0	8.9	565	-1.6%	-0.6	1313	i	-10.8	-0.329	-0.245	-0.169	0.28	-0.17	1556
O=C(O)c1cccc(NC(=O)c2ccc(S(=O)(=O)c3ccccc3)cc2)c1	4.1	2.3	1.2	1.3%	9.3	4.2	0.3	667	-21.1%	-0.8	991	i	2.9	-0.135	-0.207	-0.32	0.77	0.13	1208
CCCOC(=O)c1c(NC(=O)CCCn2nc([N+](=O)[O-])cc2C)sc(C(=O)OC)c1C	4.1	2.9	1.9	-3.1%	-11.4	-20.2	-5.3	682	-7.3%	-2.3	1097	i	21.5	-0.137	-0.287	0.582	0.178	-0.77	1271
COC(=O)C(O)(CC(=O)Nc1ccc(Cl)cc1Cl)C(F)(F)F (stereo not drawn)	2.4	1.8	4.4	-0.4%	-5.4	-13.2	8.1	733	-3.1%	-2.8	1173	i	2.1	0.639	-0.165	0.35	0.182	0.65	1155
COC(=O)Cn1ncc(N2C3CC(CC(C)(C)C3)C2C)c(Cl)c1=O (stereo not drawn)	4.5	2.3	1.5	-4.2%	13.1	24.4	13.4	679	-16.6%	x	x	i	7.5	-0.634	-0.31	-0.658	0.298	0.86	1271
COc1ccc(-c2cc(C(F)(F)F)nc(N3CCN(c4ccc(F)cc4)CC3)n2)cc1OC	2.1	1.3	7.8	-0.2%	-11.3	-12.1	-31.8	686	-7.8%	x	x	i	-7.1	0.0317	0.198	0.329	0.0256	1.58	605
O=[N+]([O-])c1ccc(-c2cnc[nH]2)cc1	x	x	x	x	x	x	-1.8	680	x	-0.3	1256	x	x	0.253	-0.228	0.268	0.299	0.07	990
NC(=O)NC(=O)CSc1nnc(-c2ccco2)n1Cc1ccccc1	2.5	1.7	1.3	-0.7%	-7.2	-6.1	x	x	-1.6%	-3.9	1415	i	-1.8	-0.608	-0.214	-1.01	0.202	0.01	1302
Cc1cc(C)nc(SCc2csc(-c3ccccc3)n2)n1	2.1	2.0	5.8	-1.1%	37.1	11.8	-8.4	632	-12.7%	-1.4	1083	i	1.5	0.519	-0.244	0.463	-0.577	0.13	1414
CN(C)c1cccc2c(C=C(C#N)C#N)ccc(N(C)C)c12	3.0	1.8	3.0	2.5%	7.2	7.0	-13.4	664	-11.8%	1.0	877	i	-3.5	-2.12	0.2	-0.666	0.449	-0.07	1324
COc1cc(NC(=O)c2cc(Cl)ccc2Cl)ccc1-c1cc2ccccc2oc1=O	4.3	2.4	1.7	0.0%	-28.2	-4.5	x	x	-0.1%	-1.1	1355	+	11.9*	-0.74	-0.209	-0.409	0.712	-0.24	1579

High-throughput results deposited in PubChem BioAssay by several laboratories.
